FEN1 inh = qHTS Assay for the Inhibitors of Human Flap endonuclease 1 (FEN1) | P39748 | Recombinant FEN1 flap cleavage, fluorescence, 15 min | Potency, µM (titrated, usually from 114 µM), for the others: top-dose activity change, negative = inhibition, usual class: inhibitors | 390,000 compounds, 0.35% hits; active = well fitted inhibition curve with a large enough effect; inconclusive = small, poorly fitted or top-dose-only effect; inactive = no such curve, though single readings can be large or run the other way; also: nearly all actives have a fitted effect of over 65% in size
Target sequence (P39748 whole entry, looked up): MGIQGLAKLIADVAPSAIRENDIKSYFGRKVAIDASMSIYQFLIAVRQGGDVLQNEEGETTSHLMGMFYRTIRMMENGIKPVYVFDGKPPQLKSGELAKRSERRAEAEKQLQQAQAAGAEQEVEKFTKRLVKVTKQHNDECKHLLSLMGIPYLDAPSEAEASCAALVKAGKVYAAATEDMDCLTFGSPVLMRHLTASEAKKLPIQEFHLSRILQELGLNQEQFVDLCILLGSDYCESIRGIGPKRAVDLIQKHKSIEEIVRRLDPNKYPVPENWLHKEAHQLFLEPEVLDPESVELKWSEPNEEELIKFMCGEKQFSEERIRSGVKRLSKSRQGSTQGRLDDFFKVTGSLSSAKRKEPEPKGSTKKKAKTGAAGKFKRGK
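Concentration–response screening of FEN1 (10 nM): 15 min compound preincubation at room temperature, reaction started with 50 nM substrate and read at 0 and 15 min. Corrected, normalized data were fitted by a four-parameter Hill equation.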
* marks the source's active call; other numbers are inactive results; ? = inconclusive; & = joins results of further samples. % is scaled to controls: 0 for no effect and ±100 for the full control effect; potency is read from the fitted curve at half-maximal effect.

SMILES	FEN1 inh
C=CCn1c(C)cc(C(=O)CSc2nnc3n(CCC)c(=O)c4ccccc4n23)c1C	2%
CC[n+]1c2ccccc2cc2ccccc21	?
COc1ccc(-c2csc(NC(=O)c3ccc(C(C)(C)C)cc3)c2C(=O)O)cc1	-7%
Cn1c(=O)cc(SCC(=O)N2CCN(C3CCCCC3)CC2)c2ccccc21	-3%
CC(C)CSc1ccccc1NC(=O)c1sc2nc(-c3ccncc3)ccc2c1N	2%
O=C(O)C1=C/C(=C/C=[N+]2c3cc(O)c(O[C@H]4OC(CO)[C@@H](O)[C@@H](O)[C@@H]4O)cc3C[C@@H]2C(=O)[O-])C[C@H](C(=O)O)N1 (stereo partly drawn)	-16%
S=C(Cc1ccccc1)Nc1ccccc1	3%
O=C1C[C@@H]2c3c(cccc3CN1Cc1ccccc1F)C[C@@H](O)[C@H]2O	-13%
O=C(C[n+]1cccc2cc(Cl)ccc21)c1ccc2ccccc2c1	-4%
Nc1ncnc2c1ncn2-c1ccccc1Cl	6%
OCC1OC(n2cnc3c(NC4CCCC4)ncnc32)C(O)C1O (stereo not drawn)	11%
ClC(CCN1CCN(Cc2ccccc2)CC1)c1ccccc1 (stereo not drawn)	7%
OCC(CO)c1cnnc2ccccc12	-3%
COCc1nnc(NC(=O)C2CCN(C(=O)c3ccccc3)CC2)s1	11%
Cn1nc(-c2ccc(N3CCCCC3)c(NC(=O)c3ccc(Cl)cc3)c2)c2ccccc2c1=O	9%
Cc1ccc(S(=O)(=O)NNC(=O)c2cc([N+](=O)[O-])c(C)c([N+](=O)[O-])c2)cc1	-1%
COc1cc(C2(c3ccc(O)c(OC)c3)C(=O)Nc3c(C)cc(Br)cc32)ccc1O	-19%
Cc1ccc(S(=O)(=O)CCC(=O)OCC(=O)Nc2cc(S(=O)(=O)N3CCOCC3)ccc2Cl)cc1	-14%
CCOC(=O)Nc1ccc2c(c1)C(=NO)c1ccccc1-2	-8%
CCCC[n+]1c(/C=C/c2ccc(N(C)C)cc2)sc2ccccc21	50µM*
CCOc1cc(C=NN=C2c3ccccc3-c3ccccc32)ccc1O	-9%
COc1ccc(NC(=O)CN(C)C(=O)c2cccc(S(=O)(=O)N3CCN(c4ccc(F)cc4)CC3)c2)cc1	-19%
COC(=O)c1c(-c2ccccc2)noc1-c1ccccc1	-10%
COc1ccc(OCC(=O)NC(Cc2c[nH]c3ccccc23)C(=O)O)cc1 (stereo not drawn)	9%
CCCCc1ccc(NC(=O)COC(=O)c2ccccc2OCC(=O)Nc2ccc(Br)cc2)cc1	14%
OC(Cc1cccnc1)(c1ccccc1)c1ccccc1	2%
COCCN1CCN(C(=O)c2ccc3c(c2)S(=O)(=O)c2ccccc2C3=O)CC1	-2%
CCC(C(=O)Nc1ccccn1)c1ccccc1 (stereo not drawn)	8%
COC1C(CO)OC(n2cnc3c(=S)nc(N)[nH]c32)C1O (stereo not drawn)	-5%
COc1cc(C(=O)N2CCN(c3ccccc3)CC2)c2ccccc2n1	-8%
CCN(CCO)C(=O)c1ccc2nc(Cc3ccc(OC)cc3)oc2c1	0%
O=[N+]([O-])c1cccc(COc2ccc(CN3CCCC3)cc2)c1	-23%
CCCCNC(=O)[C@@H]1CC=C[C@@H]2CCN(C3CC3)C(=O)[C@@H]21	-8%&12%
C=CCNc1cccc(Br)c1	4%
Nc1ncc(S(=O)(=O)c2ccc([N+](=O)[O-])cc2)s1	-10%
COc1ccccc1/C=C/c1cncc(/C=C/c2ccccc2OC)c1	-9%
CC(C)Oc1ccc(-c2nc(-c3cccnc3)no2)cc1	-15%
O=C1c2ccccc2C(=O)C12OC(c1ccccc1)C1(C(=O)c3ccccc3C1=O)C2c1ccc([N+](=O)[O-])cc1 (stereo not drawn)	-11%
CCN(CC)c1ccc(S(=O)(=O)N2CCOCC2)cc1NC(=O)COC(=O)/C=C/c1ccco1	-13%
O=C(Nc1ccccc1)Oc1cccc2cccnc12	-10%
CCOc1ccc(C(C)NC(=O)C2CCN(S(=O)(=O)c3ccc(OC)cc3)CC2)cc1OCC (stereo not drawn)	-4%
CC(=O)Oc1ccc(C(=O)Nn2cnnc2)cc1	2%
COc1cc(C(=O)Nc2cc(S(=O)(=O)N3CCOCC3)ccc2N2CCN(C)CC2)cc(OC)c1OC	14%
Cc1ccc(S(=O)(=O)Nc2c(O)ccc3ccccc23)cc1	?
CC(=O)c1c(C)[nH]c(C(=O)COc2ccc3ccc(=O)oc3c2)c1C	-21%
Cc1cc(=O)n2[nH]c(Nc3cccc(Cl)c3)nc2n1	-4%
CCCCc1nc2sc3c(c2c(=O)[nH]1)CC(C)(C)OC3	8%
N#CC(C#N)=Cc1c[nH]c(=O)c(C#N)c1Nc1ccccc1	3%

A section from further up:
SMILES	FEN1 inh
Nc1ncnc2c1ncn2-c1ccccc1Cl	6%
OCC1OC(n2cnc3c(NC4CCCC4)ncnc32)C(O)C1O (stereo not drawn)	11%
ClC(CCN1CCN(Cc2ccccc2)CC1)c1ccccc1 (stereo not drawn)	7%
OCC(CO)c1cnnc2ccccc12	-3%
COCc1nnc(NC(=O)C2CCN(C(=O)c3ccccc3)CC2)s1	11%
Cn1nc(-c2ccc(N3CCCCC3)c(NC(=O)c3ccc(Cl)cc3)c2)c2ccccc2c1=O	9%
Cc1ccc(S(=O)(=O)NNC(=O)c2cc([N+](=O)[O-])c(C)c([N+](=O)[O-])c2)cc1	-1%

Continuation:
SMILES	FEN1 inh
O=C(CSc1ccc2nnc(-c3cccs3)n2n1)N1CCOCC1	-5%
COc1cccc(C2=CC(=O)CCC2)c1	-2%
c1c[nH]c(CN2CCN(Cc3ncc[nH]3)CC2)n1	0%
O=[N+]([O-])c1ccc(NN=CCCc2ccccc2)nc1	-3%
O=C1C=CC(=O)N1c1ccc(Nc2ccccc2)cc1	2%
N#CC(CCc1ccc([N+](=O)[O-])cc1)(CCc1ccc([N+](=O)[O-])cc1)C(N)=O	-7%
Cc1cc(=O)oc2cc(Oc3ccc([N+](=O)[O-])cc3C(F)(F)F)ccc12	-9%
Cc1c(NC(=O)C(C)OC(=O)c2ccc([N+](=O)[O-])cc2Cl)c(=O)n(-c2ccccc2)n1C (stereo not drawn)	0%
N#Cc1ccc(C(=O)N2CCC3CC2c2cc(-c4ccccc4)ccc23)cc1 (stereo not drawn)	-1%
COc1cc2c(cc1NC(=O)COc1ccc(Br)cc1)oc1ccccc12	-3%
C=C1CCN(c2ccc(C(=O)O)cc2[N+](=O)[O-])CC1	0%
O=[N+]([O-])c1ccc(CSCc2ccc([N+](=O)[O-])cc2)cc1	-1%
O=C1CN(Cc2ccccc2)CC(=O)N1	-1%
CCOC(=O)Nc1cc2c(cc1[N+](=O)[O-])-c1ccccc1C2=O	10%
COc1ccc2c(c1)C(C)(CCN)C(=O)N2C (stereo not drawn)	-14%
CC(=O)Nc1ccc(/C=C/c2sc3ccccc3[n+]2CCCCI)cc1	?
COC(=O)C(C(=O)OC)C(CC(=O)c1ccc(Br)cc1)c1ccccc1 (stereo not drawn)	-15%
Cc1ccnc2c(Cl)cccc12	-6%
CN(C)c1ccc(/C=C2\NC(=O)NC2=O)cc1	-6%
COc1ccc(NC(=O)CN(C)C(=O)C2CC(=O)N(CCc3ccc(OC)c(OC)c3)C2)cc1 (stereo not drawn)	7%
COc1ccc(CCNC(=O)c2ccccc2C(=O)NCCc2ccc(OC)c(OC)c2)cc1OC	1%
CC(C)C[C@@H](CN1CCCC1CN1C(=S)NC[C@@H]1Cc1ccc(O)cc1)N1C[C@H](Cc2ccc(O)cc2)N(CC2CCCCC2)C1=S (stereo partly drawn)	-30%
CCOC(=O)c1c(C)oc2ccc(N(C(=O)c3ccncc3)S(=O)(=O)c3ccc(F)cc3)cc12	-18%
O=C(N/C(=C/c1ccccc1Cl)C(=O)N1CCCCC1)c1ccco1	1%

Reformatted field by field: entries from further up.
SMILES: CC(=O)Oc1ccc(C(=O)Nn2cnnc2)cc1
  FEN1 inh: 2%
SMILES: COc1cc(C(=O)Nc2cc(S(=O)(=O)N3CCOCC3)ccc2N2CCN(C)CC2)cc(OC)c1OC
  FEN1 inh: 14%

Remaining list, next part
SMILES	FEN1 inh
O=Cc1cc(N=Nc2ccc(S(=O)(=O)O)cc2)ccc1O	-21%
Cc1cc(/N=C/C=C2/N(C)c3ccccc3C2(C)C)n(CCC#N)n1	6%
CCOc1ccc(C2C(C(=O)OC)=C(C)NC3=C2C(=O)c2ccccc23)cc1OC (stereo not drawn)	-18%
CCC(CC)CN1CCC(CN2C(=S)NC[C@@H]2[C@@H](C)CC)CC1	-5%
CC(Nc1nc(-c2ccc(F)cc2)cs1)c1nc2cc(C(F)(F)F)ccc2n1CCCO (stereo not drawn)	?
CCOc1ccc(NC(=O)CN(C)C(=O)c2ccc3c(c2)S(=O)(=O)N=C2CCCCCN23)cc1OCC	-5%
CCc1ccc(OCC(=O)NNC(=O)c2ccc(-n3cncn3)c([N+](=O)[O-])c2)cc1	1%
COc1ccc(CCNC(=O)c2cc(-c3ccco3)nc3ccccc23)cc1	-15%
Cc1cc(Br)cc2c1N(C)C(=O)C2(c1ccc(O)cc1)c1ccc(O)cc1	5%
CCOc1cc2ccccc2cc1C(=O)OCC(=O)Nc1ccc(Br)cc1	8%
CC(C)(C)n1ncc2c(=O)n(Cc3ccc(Cl)c(OC(F)(F)F)c3)cnc21	-32%
O=C1c2ccccc2C(=O)N1C1(C(=O)NC2(C(=O)O)CCCC2)CCCC1	8%
CN(C)c1ccc(C=c2c3ccccc3n3c2cc(-c2ccc(Cl)cc2)[n+]3C)cc1	22µM*
CN(c1ccccc1)S(=O)(=O)c1ccc(NC(=O)CC(=O)c2ccccc2)cc1	?
O=C(Nc1cccc(C(=O)N2CCOCC2)c1)C1CC1	-8%
O=[N+]([O-])c1ccc(NN=Cc2cccc3ccccc23)nc1	-6%
CCOC(=O)c1sc(NC(=O)CSc2nc(-c3ccco3)cc(C(F)(F)F)n2)c(C(=O)OCC)c1C	-19%
Cn1c(=O)c2[nH]c(C3CC4CCC3C4)nc2n(C)c1=O (stereo not drawn)	0%
Cc1ccccc1CN1[C@H]2CCCC[C@@H]2OCCS1(=O)=O	-12%
O=S1(=O)CCOC[C@H](c2ccccc2)N1Cc1ccc(F)cc1	?
OC(Cc1ccnc2ccccc12)C(Cl)(Cl)Cl (stereo not drawn)	-11%
O=C(C[N+]12CCCc3cccc(c31)CCC2)c1ccc2ccc3cccc4ccc1c2c34	45µM*
O=C(Cc1cccc(NC(=O)C2CCN(C(=O)CCc3ccccc3)CC2)c1)Nc1cccc(C(=O)N2CCOCC2)c1	-4%
COc1ccc(-n2c(=O)c3c4c(sc3n3cnnc23)CC(C)CC4)cc1 (stereo not drawn)	-1%
Oc1ccccc1C=NNc1nc2ccccc2s1	11%
CCc1ccc(/C(C)=N/NC(=O)C(O)c2ccccc2)s1 (stereo not drawn)	0%
O=C(C[n+]1cccc(Br)c1)c1ccc2c(c1)CCCC2	-11%
CC(/C=C/c1ccc2c(c1)OCO2)=N/NC(=O)CNc1ccc(C)cc1	7%
CCCn1cnc2c(SCc3ccccc3F)nc(N)nc21	-5%
c1ccc(-c2nc(SCC3CCCCO3)n[nH]2)cc1 (stereo not drawn)	-8%
CCN(CC)S(=O)(=O)c1cccc(C(=O)NC(C(=O)NNC(=O)c2ccccc2F)C(C)C)c1 (stereo not drawn)	0%
CC1=C(C(=O)Nc2ccccc2C)C(c2ccc[nH]2)n2ncnc2N1 (stereo not drawn)	?
CCN(C(=O)CSc1nnc(-c2cccc(F)c2)n1N)c1c(N)n(Cc2ccccc2)c(=O)[nH]c1=O	4%
O=C(COc1ccc2oc3c(c2c1)CCCC3)Nc1cccc(Br)c1	-5%
CC(C)C[C@@H](CN1CCCC1CN1C(=S)NC[C@@H]1Cc1ccc(O)cc1)N1C[C@H](Cc2ccccc2)N(CC2CCCCCC2)C1=S (stereo partly drawn)	-28%
CC1(c2ccccc2)NC(=O)N(CC(=O)N2CCN(S(=O)(=O)c3cccc(C(F)(F)F)c3)CC2)C1=O (stereo not drawn)	-16%
CC1(c2ccccc2)NC(=O)N(CC(=O)Nc2cc(C(F)(F)F)ccc2N2CCCCC2)C1=O (stereo not drawn)	0%
CCOc1cccc(OCCCn2c(-c3ccc(Br)cc3)nc3ccccc3c2=O)c1	-7%
O=C(O)c1ccccc1C=NN1CCCCCC1	-4%
COc1ccc(N2CCN(C(=O)COC(=O)[C@@H](NC(=O)OCc3ccccc3)C(C)C)CC2)cc1	-17%
c1ccc2c(CCc3c[nH]c4ccccc34)ccnc2c1	-19%
Cc1cccc(Oc2ccc3c(c2)Oc2ccccc2NC3=O)c1	-21%
COc1ccc(C=O)c(OCc2cn(CC(=O)c3ccc(O)cc3)nn2)c1	-15%
CCOC(=O)C1Nc2ccccc2C2c3ccccc3CC12 (stereo not drawn)	?
CC1CCCC(N2CCN(C(=O)c3ccc(F)cc3)CC2)C1 (stereo not drawn)	-7%

Shown as labelled records: 4 of the compounds above
Molecule: O=C(O)c1ccccc1C=NN1CCCCCC1
  FEN1 inh: -4%
Molecule: COc1cc(C(=O)N2CCN(c3ccccc3)CC2)c2ccccc2n1
  FEN1 inh: -8%
Molecule: CCOC(=O)Nc1cc2c(cc1[N+](=O)[O-])-c1ccccc1C2=O
  FEN1 inh: 10%
Molecule: Cc1ccc(S(=O)(=O)CCC(=O)OCC(=O)Nc2cc(S(=O)(=O)N3CCOCC3)ccc2Cl)cc1
  FEN1 inh: -14%

A portion of the library (hit frequency here may not be typical).
